# PGC1a acetyl inh – lowers PGC1a acetylation signal in U2OS cells; AlphaScreen anti-acetyl-lysine; with virally co-expressed GCN5 acetyltransferase; 350,000 compounds, 0.17% hits; AID 651687; inhibition, % at 15.6 µM;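 active = every replicate shows inhibition of at least 40%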;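 also: 0% = neutral control wells and 100% = positive control wells; some results beyond the cut were filed as inactive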
# ERAP1 inh – blocks human ERAP1 aminopeptidase activity; Q9NZ08; recombinant ERAP1, Leu-AMC fluorescence, 60 min; inhibition, % at 10.7 µM; 340,000 compounds, 0.15% hits;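 active = mean replicate inhibition of at least 30%, or all replicates individually reaching that 30% level; inactive = mean below 30% and not every replicate reaching it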;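 also: 0% = neutral control wells and 100% = L-leucinethiol positive control wells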
# Cneo AK release – causes C. neoformans cell lysis; lysis activity, % at 15 µM; 360,000 compounds, 0.2% hits; adenylate kinase release luminescence, 4 h; normalised: neutral wells 0, clomiphene wells 100;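 active = mean lysis activity across replicates of at least 80%, whatever share of replicates individually reach that level; inactive = mean lysis activity below 80%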
#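 Material: C. neoformans cells | Amount: Yeast cell density of 5 × 10^6 cells/mL | Medium: Fresh YPD growth medium | Dosing: Single dose | Times: Static 4 h at 37 °C with compound, 1 h detection | Detection: AK luminescence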
# LGR2 antag – blocks bursicon-induced cAMP signaling via Drosophila LGR2; 380,000 compounds, 0.35% hits; AID 720647; HEK293 LGR2, CRE-luciferase, bursicon-stimulated, 4 h; inhibition, % at 9.99 µM;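 active = drop in luminescence signal, shown as inhibition above about 50% in the replicate tests, limit read from the data, passing the limit was not always enough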;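 also: agonist challenge used bursicon conditioned medium at about half maximal strength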
# XiGFP reactiv – reactivates the inactive X chromosome in mouse fibroblasts. XiGFP mouse fibroblasts, % GFP-positive cells imaging, 3 d; cells co-treated with 5-aza-dC sensitizer; scaled so ellipticine positive control = 100%. activation, % at 7.58 µM. 360,000 compounds, 0.055% hits. AID 743238;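 active = mean normalized replicate activation at least 10% and every replicate at or above 10%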;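 also: 0% = median of on-plate neutral control wells and 100% = ellipticine 6 µM median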
#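 Material: SV40-immortalized XiGFP fibroblast cells, line 68-5-11 | Buffer or medium: DMEM containing 5-aza-dC | Dosing: One concentration, pinned | Times: 3 d treatment, 15 min room-temperature fixation | Controls: Ellipticine 6 µM positive control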
# C2C12 statin – suppressors of simvastatin-induced myotoxicity in C2C12 myotubes. ATP luminescence, 48 h; scaled: DMSO 0, geranylgeraniol control 100. rescue of ATP level, % at 7.49 µM. 330,000 compounds, 0.78% hits. AID 602340;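 active = mean ATP rescue above about 67%, or every replicate alone reaching that limit, limit read from the data, passing the limit was not always enough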;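 also: myotubes were challenged with 10 µM simvastatin during compound exposure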
# S100A4 inh HTS – S100A4-myosin IIA interaction inhibition | P26447 | S100A4/TAMRA-MyoIIA peptide fluorescence polarization | inhibition, % at 10.7 µM | 360,000 compounds, 0.14% hits | AID 652163;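 active = mean inhibition of at least 70% across replicates, with every replicate also reaching that level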
# Target sequence (P26447 whole entry, looked up): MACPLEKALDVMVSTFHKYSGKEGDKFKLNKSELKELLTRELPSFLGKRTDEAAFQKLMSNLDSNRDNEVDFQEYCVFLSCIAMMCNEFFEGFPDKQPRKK
#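 Material: S100A4 monomer (human). Medium: Calcium-containing HEPES buffer, pH 7.2. Probe or stimulus: labelled myosin peptide probe, 5 nM. Compound dosing: one concentration per compound. Timing: polarization read 5 min after assay mix addition, stable 5–60 min. Benchmarks: DMSO as neutral control, TFP as positive control.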
# SIRT5 block – sirtuin-5 (human) deacylase inhibition; inhibition, % at 15 µM; Purified SirT5, succinyl-peptide AMC, trypsin-coupled fluorescence; 330,000 compounds, 1.1% hits; in the data active = inhibition above about 15%
# Target sequence (Q9NXA8 whole entry, looked up): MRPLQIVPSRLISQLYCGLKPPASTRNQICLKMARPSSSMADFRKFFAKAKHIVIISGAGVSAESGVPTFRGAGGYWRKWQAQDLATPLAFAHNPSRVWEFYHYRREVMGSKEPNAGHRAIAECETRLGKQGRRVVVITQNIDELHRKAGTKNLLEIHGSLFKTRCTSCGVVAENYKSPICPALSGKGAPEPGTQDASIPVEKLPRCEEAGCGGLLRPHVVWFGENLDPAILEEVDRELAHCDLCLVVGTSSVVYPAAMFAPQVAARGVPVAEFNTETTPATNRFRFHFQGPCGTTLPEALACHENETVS
# * hit, by the source's call; · = not tested or not shown; & = joins results of further samples. An excerpt (hit frequency here may not be typical).
SMILES,PGC1a acetyl inh,ERAP1 inh,Cneo AK release,LGR2 antag,XiGFP reactiv,C2C12 statin,S100A4 inh HTS,SIRT5 block
O=C([C@H]1[C@H](CO)[C@H]2Cn3c(ccc(-c4cncnc4)c3=O)[C@H]2N1C(=O)C1CCC1)N1CCCCC1,·,6,·,17,-0.1,·,3,-22
COC(=O)c1ccccc1OCCCOc1ccc(C=O)cc1OC,-19,·,4,-14,·,-103,·,·
COc1ccc(O)c(/C=N/Nc2nc3ccccc3[nH]2)c1,-2,-21,·,-6,0.0,·,2,8
Cc1noc(C)c1NC(=O)Nc1ccc2c(c1)C(=O)N([C@H](C)CO)C[C@@H](C)[C@@H](CN(C)S(=O)(=O)c1ccc(F)cc1)OCCCC[C@H](C)O2,-1,2,3,4,-0.7,·,-4,-4
CC1(C(=O)NS(=O)(=O)c2ccc(C#N)cc2)CCN1C(=O)Cc1ccccc1Cl (configuration not stated),13,4,0,-3,0.0,0,1,-1
O=C(CCc1c[nH]c2ccccc12)N1CCN(S(=O)(=O)c2ccccc2)CC1,-13,5,·,-5,0.0,·,-1,5
Cc1ccc(S(=O)(=O)N2CC[C@@H]3[C@H]2c2cc(C#Cc4ccc(F)cc4)ccc2N[C@@H]3CO)cc1,3,-2,4,27,0.0,7,0,4
O=C(CCN1C(=O)/C(=C/c2ccc(F)cc2)SC1=S)NC1CCS(=O)(=O)C1 (configuration not stated),1,0,12,-6,0.1,1,2,-3
C/C=C/C(=O)Nc1ccc(N2CCN(c3ccc(C(F)(F)F)cn3)CC2)nc1,·,0,·,1,0.2,·,47,-2
O=C(O)CCc1nc2ccccc2c(=O)[nH]1,4,·,-1,4,·,2,1,0
CC(C)N(Cc1ccccc1)S(=O)(=O)c1ccc2c(c1)NC(=O)CO2,0,0,0,2,0.0,17,-2,-2
C=CCn1c(=S)[nH]c2cc(-c3ccccc3)sc2c1=O,-2,0,-1,-29,0.0,·,-2,4
COc1nc(OC)nc(N2CCC(NC(=O)C(Cc3cccc(OC)c3OC)NC(C)=O)CC2)n1 (configuration not stated),-8,17,0,-9,-0.1,-12,-2,-1
CN(C)CC#Cc1ccc([C@H]2[C@@H](CO)N3CCCCN(C(=O)Nc4ccc(F)cc4)C[C@H]23)cc1,-21,-3,-5,24,0.0,-43,5,-1
CCOC(=O)C1CCN(C(=O)COC(=O)c2cccc(F)c2)CC1,·,-2,·,-12,0.3,·,-2,-6
COc1ccc2c3n(nc2c1)CCN=C3c1ccc(C)cc1,-1,·,1,-7,-0.4,10,-1,·
COc1ccccc1N1CC(C)(C)C(=O)N(C(=O)c2c(F)cccc2Cl)C1=S,-7,-2,0,·,0.0,-6,-1,-3
Cc1cc2oc(=O)cc(C)c2cc1NC(=O)CCl,-17,-3,-5,13,0.1,·,-4,-3
CO[C@H]1CN(C)C(=O)c2ccc(NC(=O)C3CCC3)cc2OC[C@H](C)N(Cc2ccncc2)C[C@@H]1C,·,-1,1,-7,-0.2,-3,-42,-6
Cc1ccc(S(=O)(=O)N(C)C[C@@H]2Oc3ccc(NC(=O)Nc4ccc(F)cc4)cc3C(=O)N([C@@H](C)CO)C[C@H]2C)cc1,-7,0,-2,9,0.1,-36,6,2
C[C@H](OC(=O)N1CCN(C(c2ccccc2)c2ccccc2)CC1)[C@@H]1O[C@@]2(C)CCC[C@H]1O2,-14,-4,-1,-2,0.1,13,-2,-1
O=C(c1ccc2c(c1)N(Cc1ccccc1F)C(=O)c1ccccc1S2)N1CCOCC1,·,0,·,-3,1.0,·,-5,-1
O=C(Nc1ccccc1C(=O)N/N=C/c1ccco1)c1ccc(Cl)cc1,·,1,·,-11,0.1,·,1,-5
CCOC(=O)[C@]12CCCC=C1N(Cc1ccccc1)C(=O)[C@H](CC(=O)NCc1ccccc1)C2,·,-1,·,7,0.1,·,7,·
COC(=O)c1cnc(NC(=O)C2(C)CCN2C(=O)C(C)C)s1 (configuration not stated),6,4,-4,-14,0.0,3,-2,·
COc1ccc(N2C(=O)CC(N3CCN(c4ccccc4F)CC3)C2=O)cc1 (configuration not stated),7,-4,0,1,·,-3,-5,-4
COc1ccc(NC(=O)N(C)C[C@H]2Oc3ncc(C#CC(C)C)cc3C(=O)N([C@H](C)CO)C[C@@H]2C)cc1,4,1,3,-1,-0.2,-4,-8,-3
COc1cc(OC)cc(-c2c(-c3cccs3)c3cc(-c4ccc5[nH]ccc5c4)ccc3n2C)c1,0,-4,0,4,0.0,0,2,·
Cc1ccc2c(c1)C(=O)C(=O)N2Cc1ccc(C(F)(F)F)cc1,·,-1,9,15,0.0,3,-3,-1
Cc1cccc(C)c1NC(=O)C1C(c2ccc3c(c2)OCO3)=Nc2ccccc2N1C(=O)c1cccc2ccccc12 (configuration not stated),·,·,·,-47,-0.1,·,-7,-2
CCOC(=O)c1ccc(NC(=O)C(=O)NCc2ccncc2)cc1,-6,-2,0,13,·,3,-9,-2
O=C1C(=O)N(C2CCCC2)C(=O)N1Cc1c(F)cccc1Cl,-8,0,·,·,0.0,·,-1,-1
CCN(CC(=O)Nc1c(F)cccc1F)C(=O)C1CCN(S(=O)(=O)c2ccc(F)cc2)CC1,·,0,1,9,0.0,-11,1,-3
C/C(=N\NC(=O)Cc1ccc(Cl)cc1)c1cccnc1,-7,1,2,-9,0.0,·,3,1
O=C1CC(N2CCN(S(=O)(=O)c3ccccc3F)CC2)C(=O)N1c1ccccc1F (configuration not stated),1,-1,-1,2,0.5,-4,2,0
CCC(C)N1CNc2c(c(=O)[nH]c(=S)n2-c2cccc(C)c2)C1 (configuration not stated),-26,-3,·,-2,0.3,·,0,1
CCn1c(C)c(Br)c(=O)c(C(=O)OC)c1-c1ccc(Cl)cc1,2,-3,0,0,0.2,1,1,-6
CN1CCN(C(=O)C[C@H]2CC[C@H]3[C@@H](COC[C@@H](O)CN3C(=O)C3CCCC3)O2)CC1,-1,2,-3,-7&-13,0.0&0.0,-6,-2&-20,0&4
C[C@@H]1CN([C@H](C)CO)C(=O)c2c(c3ccccc3n2C)-c2ccccc2CO[C@H]1CN(C)Cc1ccccc1C(F)(F)F,-7,-2,·,6,-0.1,·,6,8
Cc1ccc(NC(=O)CC2SC(=O)N(c3ccccc3)C2=O)cc1 (configuration not stated),-6,9,-4,-30,·,·,-2,-2
Cc1ncc(CSc2nc3ccccc3[nH]2)c(N)n1,-2,·,-2,2,·,-1,·,·
C[C@H]1CN([C@@H](C)CO)C(=O)c2cccc(NC(=O)Nc3ccc(F)cc3)c2O[C@H]1CN(C)Cc1ccncc1,5,-1,-1,4,-0.1,15,2,1
O=C(COC(=O)c1cc([N+](=O)[O-])ccc1NCCO)Nc1ccc2c(c1)OCO2,·,-2,·,-3,0.1,·,1,·
CO[C@H]1CN(C)C(=O)c2ccc(NC(=O)Nc3ccc4c(c3)OCO4)cc2OC[C@H](C)NC[C@H]1C,-3,-4,-2,0,1.0,-8,6,·
CC(=O)C1=C(C)Nc2ncnn2C1c1ccccc1 (configuration not stated),4,-3,2,13,0.0,8,-2,-1
Nc1ccc(Oc2cc(N)cc(Oc3ccccc3)c2)cc1,·,9,0,-119,0.3,28,-2,0
C[C@@H]1CN([C@H](C)CO)C(=O)c2cc(NS(=O)(=O)c3cccs3)ccc2O[C@@H](C)CCCCO[C@H]1CN(C)S(=O)(=O)c1ccccc1,10,-2,·,-2,0.1,·,7,10
CC(C)NC(=O)Nc1cccc2c1O[C@H](CN(C)C(=O)Nc1ccc(F)cc1)[C@@H](C)CN([C@H](C)CO)C2=O,5,2,·,4,-1.0,·,-5,-4
O=C(CCN1CCN(c2ccccc2)CC1)NNC(=O)Cc1ccccc1Cl,-1,-4,0,-10,0.0,-7,-2,-1
COCC#Cc1cnc2c(c1)C(=O)N([C@@H](C)CO)C[C@@H](C)[C@@H](CN(C)C(=O)Nc1ccccc1F)O2,3,5,-1,2,0.0,16,8,-8
CC(C)CNC(=O)C(=O)NCC1OCCN1S(=O)(=O)c1cccs1 (configuration not stated),-3,-5,-1,12,0.0,·,-4,-2
C[C@H](O)C#Cc1ccc([C@H]2[C@H](CO)N3CCCCN(CC4CCOCC4)C[C@@H]23)cc1,4,2,98*,5,0.1,·,-11,-4
COc1ccc(C)cc1N1CC(C(=O)Nc2ccccc2N2CCCCC2)CC1=O (configuration not stated),-6,-4,2,11,0.1,9,0,-1
CCN(CC)S(=O)(=O)c1ccc(N=Nc2cc(C)cc(Br)c2O)cc1,4,·,-2,-28,0.1,4,-5,-3
Cc1cc(C)n(CCC(=O)N/N=C/c2c(O)ccc3ccccc23)n1,·,-3,·,24,-0.2,16,-6,3
O=C(CNC(=O)C1COc2ccccc2O1)N/N=C\c1ccc(Cl)cc1 (configuration not stated),10,13,-3,-2,0.1,-2,-5,3
COc1ccc(/C=N/Nc2nnc(C)n2N)cc1OC(C)=O,15,-2,1,7,0.0,10,2,4
COCCCNC(=O)[C@@H](Cc1ccccc1)NC(=O)CC[C@H]1O[C@@H](n2ccc(=O)[nH]c2=O)[C@H](O)[C@@H]1O,5,-5,-2,2,0.0,-2,-5,-11
CCc1nc2c(OCc3ccccc3)cccn2c1N(C)C(=O)c1ccco1,3,2,1,-18,0.0,-1,-2,·
COc1ccc(-c2n[nH]c(=S)n2/N=C/C=C/c2ccccc2OC)cc1,·,1,-5,0,0.0,·,-3,12
# (cont.)
SMILES,PGC1a acetyl inh,ERAP1 inh,Cneo AK release,LGR2 antag,XiGFP reactiv,C2C12 statin,S100A4 inh HTS,SIRT5 block
CC(C)CN(CC(C)C)S(=O)(=O)N1CCC(C(=O)NCc2ccc3c(c2)OCO3)CC1,·,·,·,-4,0.1,·,-2,-3
CN(C)C(=O)c1ccc(-c2ccc([C@@H]3[C@@H](C#N)N(S(C)(=O)=O)[C@H]3CO)cc2)cc1,-2,-2,2,-8,0.0,2,4,1
COc1ccc(S(=O)(=O)NCc2ccc(C(=O)N3CCN(Cc4ccccc4)CC3)cc2)cc1,8,-2,3,0,0.1,-4,5,-7
COc1ccc(CCNC(=O)CN2C(=O)COc3ccc(S(=O)(=O)N4CCOCC4)cc32)cc1OC,3,0,0,1,0.1,-6,-12,-1
C=CCn1nc(C(=O)N2CCOCC2)cc1-c1sc(NC(=O)c2ccccc2)nc1C,2,·,·,8,0.0,-5,1,-5

# 3 records picked at random from those above, as already listed:
SMILES,PGC1a acetyl inh,ERAP1 inh,Cneo AK release,LGR2 antag,XiGFP reactiv,C2C12 statin,S100A4 inh HTS,SIRT5 block
COc1ccc(CCNC(=O)CN2C(=O)COc3ccc(S(=O)(=O)N4CCOCC4)cc32)cc1OC,3,0,0,1,0.1,-6,-12,-1
COc1ccc(S(=O)(=O)NCc2ccc(C(=O)N3CCN(Cc4ccccc4)CC3)cc2)cc1,8,-2,3,0,0.1,-4,5,-7
C=CCn1nc(C(=O)N2CCOCC2)cc1-c1sc(NC(=O)c2ccccc2)nc1C,2,·,·,8,0.0,-5,1,-5

# Look-ups from the entries so far.
# Under Cneo AK release, `COc1ccc(CCNC(=O)CN2C(=O)COc3ccc(S(=O)(=O)N4CCOCC4)cc32)cc1OC` has the entry 0
# Under ERAP1 inh, `COc1ccc(C)cc1N1CC(C(=O)Nc2ccccc2N2CCCCC2)CC1=O` (configuration not stated) has the entry -4

# Screening data (PubChem BioAssay)
